Screening data deposited in PubChem by Broad Institute.
esBAF inh: blocks esBAF chromatin remodeling in mouse ES cells | 350,000 tested, 2% active | reporter increase, % at 12.5 µM | Bmi1-luciferase knock-in reporter, 24 h; 100% = twice the neutral-well signal; in the data active = activation above about 40%; inconclusive = no clear call, values can overlap the other calls;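 also: 0% = median of the plate's neutral control wells and 100% = double that signal; a rise in the Bmi1 reporter signal indicates esBAF inhibition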
ERp5 block: blocks human ERp5 reductase activity on insulin. 350,000 tested, 0.05% active. Q15084. ERp5 insulin aggregation, absorbance 650 nm, 90 min. inhibition, % at 9.99 µM;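 active = mean replicate inhibition above about 25%, with every replicate also reaching it, limit read from the data, passing the limit was not always enough; inconclusive = only one of those two criteria met; inactive = neither criterion met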
RAD54 branch: blocks human RAD54 Holliday junction branch migration; FAM/BHQ fluorescence; Q92698; 360,000 tested, 0.14% active; inhibition, % at 10.4 µM;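 active = mean normalized replicate activity at least 40 and at least half of replicates scoring 40 or more; inconclusive = only one of the two criteria met; inactive = mean below 40 and under half of replicates reaching 40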;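 also: 0% = median of neutral control wells and 100% = median of positive control wells; inhibitors cause a drop in the FAM fluorescence signal; in these data hits start at about 50%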
E-sel inducer: induces E-selectin expression in human endothelial cells; P16581; HUVEC E-selectin immunofluorescence imaging; normalized: neutral wells 0, TNF-alpha wells 100; activation, % at 7.58 µM; 260,000 tested, 0.37% active; AID 686992;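 active = mean E-selectin-positive cell signal at least 10% of the positive control, reached in at least 60% of replicates, without over 20% cell loss; inconclusive = no rule given, readout overlaps actives, possibly toxicity-flagged; inactive = the rest, including those meeting only one limit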;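 also: in these data hits start at about 27%; measured in HUVEC primary endothelial cells; signal is the percent of cells scored E-selectin positive by PE staining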
Target sequence (P16581 whole entry, looked up): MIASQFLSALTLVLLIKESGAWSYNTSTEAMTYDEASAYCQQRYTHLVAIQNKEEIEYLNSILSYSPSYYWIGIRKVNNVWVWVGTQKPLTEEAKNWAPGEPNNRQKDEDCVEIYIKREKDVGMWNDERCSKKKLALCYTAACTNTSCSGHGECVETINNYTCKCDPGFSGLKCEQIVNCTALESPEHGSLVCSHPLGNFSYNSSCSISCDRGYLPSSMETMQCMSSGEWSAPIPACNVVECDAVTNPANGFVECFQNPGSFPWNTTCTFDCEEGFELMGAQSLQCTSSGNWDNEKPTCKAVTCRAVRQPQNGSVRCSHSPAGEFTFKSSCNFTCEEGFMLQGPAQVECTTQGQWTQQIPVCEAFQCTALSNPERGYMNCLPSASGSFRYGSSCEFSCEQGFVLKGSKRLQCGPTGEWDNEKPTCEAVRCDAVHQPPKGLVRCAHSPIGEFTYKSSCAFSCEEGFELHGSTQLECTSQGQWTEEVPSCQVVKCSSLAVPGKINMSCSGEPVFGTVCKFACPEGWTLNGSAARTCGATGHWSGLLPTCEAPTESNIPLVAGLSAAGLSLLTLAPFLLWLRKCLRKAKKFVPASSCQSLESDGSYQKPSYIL
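Read-out: % PE-positive cells | Test system: HUVEC | Doses: One compound dose added by pin transfer | Buffer or medium: EGM-2 over gelatin coat | Signal: Immunofluorescence imaging | Benchmarks: TNF-alpha, DMSO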
RAD52 inh: inhibitors of human RAD52 DNA annealing. recombinant RAD52 DNA annealing, FRET fluorescence. 360,000 tested, 0.46% active. inhibition, % at 18.7 µM;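 active = every replicate showing at least 50% inhibition; inconclusive = mean inhibition at least 50% but not in every replicate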
ARNT TACC3 PPI: disrupts binding between human ARNT and TACC3 | Q9Y6A5 | AlphaScreen His-ARNT PAS-B/GST-TACC3 binding, luminescence; TACC3 fragment carries E629A point mutation | inhibition, % at 9.99 µM | 390,000 tested, 0.66% active | AID 623870;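 active = mean inhibition of replicates at least 50% and at least half of replicates each reaching 50%; inconclusive = half or more replicates reach 50% but mean below 50%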;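 also: 0% = complete ARNT plus TACC3 wells and 100% = ARNT alone without TACC3; many hits fall short of the cut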
PglD inh: PglD (C. jejuni) enzyme inhibition; inhibition, % at 12.5 µM; 360,000 tested, 0.098% active; purified PglD enzyme, DTNB colorimetric CoA detection; in the data active = inhibition above about 16%, passing the limit was not always enough; inconclusive = no clear call, values can overlap the other calls; also: strong numbers were not always called active
CASP6 VEID inh: blocks human caspase-6 cleavage activity | 350,000 tested, 0.53% active | AID 686996 | purified caspase-6, Z-VEID-R110 cleavage fluorescence | P55212 | inhibition, % at 12.5 µM;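 active = mean inhibition across replicates at least about 35%, with every replicate also reaching that limit, limit read from the data; inconclusive = only one of the two criteria met; inactive = neither criterion met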;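 also: 0% = median of neutral control wells and 100% = no fluorescence left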
Target sequence (P55212 24-179 limits assumed): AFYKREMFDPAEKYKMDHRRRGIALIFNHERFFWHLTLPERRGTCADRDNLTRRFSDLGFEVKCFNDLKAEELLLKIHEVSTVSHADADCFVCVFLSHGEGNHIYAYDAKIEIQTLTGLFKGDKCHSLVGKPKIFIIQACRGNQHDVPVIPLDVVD
Target sequence (P55212 194-293 limits assumed): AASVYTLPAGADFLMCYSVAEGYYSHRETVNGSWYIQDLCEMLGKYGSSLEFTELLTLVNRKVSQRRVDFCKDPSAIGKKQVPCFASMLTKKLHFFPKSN
An asterisk follows results filed as active; ? = inconclusive; . = no result given.

1. CC(C)(CNC(=O)c1ccc(S(=O)(=O)Nc2cccc(C(F)(F)F)c2)cc1)N1CCOCC1
2. CCS(=O)(=O)Nc1ccc2c(c1)C(=O)N(C)C[C@H](OC)[C@H](C)CN(CC1CCCC1)[C@@H](C)CO2
3. Cc1ccc(C(=O)N[C@H](C(=O)OCC(=O)Nc2cccc(S(N)(=O)=O)c2)C(C)C)cc1
4. CCC(=O)N(C)C[C@@H]1Oc2ncc(-c3ccc(F)cc3)cc2C(=O)N([C@@H](C)CO)C[C@H]1C
5. Cc1ccc(SCc2cn3c(C)csc3n2)cc1
6. CCN(CC)C(=O)C(=O)Nc1ccc(F)c(Cl)c1
7. CC(Oc1ccccc1F)C(=O)NNC(=O)c1cc2ccccc2o1 (centres undefined)
8. COc1cc2c(cc1OC)C(c1cc(Br)ccc1F)N(C(=O)CCl)CC2 (centres undefined)

entry no. | 1 | 2 | 3 | 4 | 5 | 6 | 7 | 8
esBAF inh | 3.3 | -7.4 | -10.8 | 5.2 | 6.6 | . | . | 22.3
ERp5 block | -1.3 | . | 8.8 | 10.9 | -2.9 | -3.1 | 1.7 | 7.4
RAD54 branch | -5.6 | 10.9 | -9.1 | 2.3 | -6.7 | . | . | 7.8
E-sel inducer | -0.3 | 0.0 | 1.9 | 0.8 | . | -0.2 | 1.2 | 0.0
RAD52 inh | -11.4 | . | -15.2 | -12.5 | -6.8 | 1.4 | -11.1 | -12.3
ARNT TACC3 PPI | -8.1 | -12.4 | -0.8 | -14.5 | 4.0 | 0.9 | -5.1 | -3.4
PglD inh | -3.4 | 0.0 | 3.3 | 0.8 | 1.3 | . | . | 2.3
CASP6 VEID inh | -2.4 | . | 0.5 | 2.3 | -4.2 | -2.4 | -1.2 | 11.1

Whole records, quoted from the list.
Cc1ccc(C(=O)N[C@H](C(=O)OCC(=O)Nc2cccc(S(N)(=O)=O)c2)C(C)C)cc1 in the list: esBAF inh: -10.8; ERp5 block: 8.8; RAD54 branch: -9.1; E-sel inducer: 1.9; RAD52 inh: -15.2; ARNT TACC3 PPI: -0.8; PglD inh: 3.3; CASP6 VEID inh: 0.5
CC(Oc1ccccc1F)C(=O)NNC(=O)c1cc2ccccc2o1 (centres undefined) in the list: esBAF inh: .; ERp5 block: 1.7; RAD54 branch: .; E-sel inducer: 1.2; RAD52 inh: -11.1; ARNT TACC3 PPI: -5.1; PglD inh: .; CASP6 VEID inh: -1.2

(cont.)
9. Cc1nnc(SCC(=O)NCc2ccc(F)cc2)[nH]c1=O
10. CCN/C=C(\C#N)S(=O)(=O)c1ccc(Br)cc1
11. COc1ccc(CN(C)C[C@@H]2Oc3ccc(NC(=O)Nc4cccc5ccccc45)cc3CC(=O)N([C@H](C)CO)C[C@H]2C)cc1
12. Cc1ccc(NS(=O)(=O)c2ccc(C(=O)NCC(c3ccco3)N(C)C)cc2)cc1 (centres undefined)
13. CCN(CC)CCC12CC(C)OC1=Nc1ccccc1NC2=O (centres undefined)
14. O=c1[nH]c(C2CCCN(S(=O)(=O)c3ccccc3)C2)nc2c1nnn2Cc1ccc(OC(F)(F)F)cc1 (centres undefined)
15. COc1ccc(C#Cc2ccc3c(c2)[C@H]2[C@H](CCN2C(=O)c2ccccn2)[C@H](CO)N3)cc1
16. O=C(Cc1ccc(Br)cc1)NC1CCSC1=O (centres undefined)

entry no. | 9 | 10 | 11 | 12 | 13 | 14 | 15 | 16
esBAF inh | . | . | -2.1 | -5.2 | -4.4 | -0.4 | . | .
ERp5 block | 1.5 | 2.4 | -3.3 | -2.1 | 6.4 | -0.3 | -3.7 | -1.7
RAD54 branch | . | . | -7.4 | 0.0 | -5.9 | -4.2 | . | .
E-sel inducer | . | . | 8.3 | 0.3 | -0.3 | . | 0.3 | .
RAD52 inh | -1.9 | -1.3 | -3.4 | -6.6 | -25.2 | -2.7 | -3.8 | -6.0
ARNT TACC3 PPI | -5.4 | -4.4 | 0.8 | 5.6 | . | 3.1 | . | -3.8
PglD inh | . | . | -1.3 | 2.5 | -0.1 | -0.7 | . | .
CASP6 VEID inh | -0.7 | -0.7 | -0.3 | 0.0 | -3.9 | -0.8 | 1.1 | 0.7

17. C[C@@H]1CN([C@@H](C)CO)C(=O)c2cc(NC(=O)C3CCCCC3)ccc2O[C@H]1CN(C)Cc1ccccc1
18. CCC(C)NC(=O)C1(N2C(=O)c3ccccc3C2=O)CCCC1 (centres undefined)
19. O=C(NCCCN1CCOCC1)c1cn(-c2ccccc2)nc1-c1cccs1
20. c1ccc(N2CC3CCc4ccccc4C3=N2)cc1 (centres undefined)
21. O=c1cc(-c2ccccc2)c2cc3c(cc2[nH]1)OCCO3
22. Cc1occc1C(=O)N1CCN(C(c2ccccc2)c2ccccc2)CC1
23. CC(NC(=O)C(=O)N/N=C/c1ccccc1)c1ccccc1 (centres undefined)
24. COc1ccc(Cn2c(-c3ccccc3C)nc3c(c(=O)c4ccccc4n3C)c2=O)cc1

entry no. | 17 | 18 | 19 | 20 | 21 | 22 | 23 | 24
esBAF inh | 2.1 | 3.7 | 0.9 | . | . | 0.1 | . | -0.6
ERp5 block | 0.2 | -8.9 | . | 6.9 | ? | . | -1.4 | -0.1
RAD54 branch | 8.9 | -10.6 | 4.9 | 4.6 | . | -1.9 | . | -6.7
E-sel inducer | 0.4 | 0.0 | . | . | 5.4 | . | . | .
RAD52 inh | 3.6 | -2.0 | . | -0.8 | -9.8 | . | -7.3 | -17.5
ARNT TACC3 PPI | -4.5 | -8.3 | 3.6 | -33.2 | -3.2 | -4.9 | 2.6 | -3.6
PglD inh | 4.3 | -0.5 | 3.4 | -1.1 | . | -0.5 | . | 4.3
CASP6 VEID inh | -5.8 | -2.3 | . | -1.1 | 0.0 | . | -2.1 | 0.7

25. CCOC(=O)CN1C(=O)C2(OCCCO2)c2cc(Br)ccc21
26. COc1ccc(OC)c(N2Cc3cc(C)c(C)cc3C2)c1
27. Cc1c(C(=O)N2CCN(c3ccc(C(F)(F)F)cn3)CC2)oc2ccccc12
28. COc1ccc(CN2CC[C@H]3C=CC[C@@H](C(=O)Nc4ccc(Cl)c(C(F)(F)F)c4)[C@H]3C2=O)cc1OC
29. O=C(N[C@H]1CCC(=O)N([C@H](CSc2ccccc2)Cc2ccccc2)CC1)OCc1ccccc1
30. CC(=O)Nc1ccccc1NS(=O)(=O)c1cccc([N+](=O)[O-])c1
31. CCn1c(SC(C)C(=O)NC2CCCC2)nc2cc(S(N)(=O)=O)ccc21 (centres undefined)
32. O=C(NCc1ccccc1)c1ccc2c(c1)OCCO2
33. CC(C(=O)Nc1ccccc1C(=O)N1CCOCC1)N(c1ccc(Cl)cc1)S(C)(=O)=O (centres undefined)
34. Cc1csc(NC(=O)CSC2=NS(=O)(=O)c3cc(F)ccc3N2)n1

entry no. | 25 | 26 | 27 | 28 | 29 | 30 | 31 | 32 | 33 | 34
esBAF inh | 6.2 | 37.2 | 3.4 | 3.5 | -1.4 | -3.4 | -4.6 | 23.6 | 0.1 | -0.3
ERp5 block | 1.1 | -7.1 | . | 0.8 | 0.9 | -5.6 | 8.3 | . | -4.1 | 3.2
RAD54 branch | 12.1 | 1.4 | 5.3 | 1.2 | -2.2 | . | -1.5 | -9.4 | 12.5 | -15.1
E-sel inducer | . | . | . | 0.1 | . | 0.1 | . | . | . | .
RAD52 inh | -20.8 | -20.6 | . | -4.8 | -20.4 | 1.0 | -0.2 | . | -12.4 | -14.0
ARNT TACC3 PPI | -0.4 | -1.2 | -1.1 | -20.1 | -2.4 | -4.5 | 5.6 | -4.2 | -6.2 | -11.9
PglD inh | 0.0 | -1.4 | -2.1 | 2.3 | -0.1 | . | -2.6 | 5.9 | 1.7 | 2.1
CASP6 VEID inh | -0.8 | 3.4 | . | -1.6 | 1.1 | -2.6 | 6.2 | . | 1.2 | 3.2

3 compounds already listed, arranged by length of the SMILES, lowest first:
34. Cc1csc(NC(=O)CSC2=NS(=O)(=O)c3cc(F)ccc3N2)n1
33. CC(C(=O)Nc1ccccc1C(=O)N1CCOCC1)N(c1ccc(Cl)cc1)S(C)(=O)=O (centres undefined)
28. COc1ccc(CN2CC[C@H]3C=CC[C@@H](C(=O)Nc4ccc(Cl)c(C(F)(F)F)c4)[C@H]3C2=O)cc1OC

entry no. | 34 | 33 | 28
esBAF inh | -0.3 | 0.1 | 3.5
ERp5 block | 3.2 | -4.1 | 0.8
RAD54 branch | -15.1 | 12.5 | 1.2
E-sel inducer | . | . | 0.1
RAD52 inh | -14.0 | -12.4 | -4.8
ARNT TACC3 PPI | -11.9 | -6.2 | -20.1
PglD inh | 2.1 | 1.7 | 2.3
CASP6 VEID inh | 3.2 | 1.2 | -1.6
